FBW7 activator: activators of human E3 ligase FBW7; Q969H0; AlphaScreen FBW7–phospho-cyclin E peptide binding, activator screen; normalized activity (activation), % at 26.1 µM; hit rate 0.13% among 650,000; AID 1259310; in the data active = normalized activity above about 1.9%;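 note: purified mutant Fbw7 with reduced substrate affinity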
Target sequence (Q969H0 whole entry, looked up): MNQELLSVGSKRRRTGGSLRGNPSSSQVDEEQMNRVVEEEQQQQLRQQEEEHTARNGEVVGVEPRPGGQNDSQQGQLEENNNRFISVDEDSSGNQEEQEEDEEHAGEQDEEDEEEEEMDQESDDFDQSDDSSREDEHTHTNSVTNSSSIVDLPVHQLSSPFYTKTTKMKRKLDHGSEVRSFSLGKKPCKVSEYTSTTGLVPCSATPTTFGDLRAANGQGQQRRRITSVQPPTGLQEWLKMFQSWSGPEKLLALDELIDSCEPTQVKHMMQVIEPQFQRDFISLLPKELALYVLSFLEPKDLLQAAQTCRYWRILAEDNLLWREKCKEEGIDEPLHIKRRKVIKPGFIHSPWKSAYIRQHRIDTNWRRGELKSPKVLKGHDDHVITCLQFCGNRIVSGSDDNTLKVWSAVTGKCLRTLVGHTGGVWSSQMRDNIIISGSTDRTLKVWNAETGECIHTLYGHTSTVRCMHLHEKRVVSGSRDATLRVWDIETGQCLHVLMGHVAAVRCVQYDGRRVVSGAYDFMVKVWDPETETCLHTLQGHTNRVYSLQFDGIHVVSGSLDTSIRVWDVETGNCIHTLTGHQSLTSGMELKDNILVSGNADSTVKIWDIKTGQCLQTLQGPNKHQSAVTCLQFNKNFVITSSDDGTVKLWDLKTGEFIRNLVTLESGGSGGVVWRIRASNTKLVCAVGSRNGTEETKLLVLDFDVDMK
GPR151 ag: activates the human receptor GPR151; Q8TDV0; PathHunter beta-arrestin GPR151 cells, luminescence; activation, % at 11.2 µM; hit rate 1% among 650,000; in the data active = activation above about 4.9%;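 note: 0% = median of compound wells and 100% = cells with positive control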
TEAD-YAP inh: TEAD-YAP interaction inhibition. HEK-TIYL cells, TEAD-Gal4/YAP UAS-luciferase luminescence. inhibition, % at 9.12 µM. hit rate 1.4% among 640,000. AID 1259422; in the data active = inhibition above about 32%;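 note: 0% = median of test compound wells and 100% = reference inhibitor wells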
MITF primary: human MITF inhibition, primary screen | O75030 | AlphaScreen MITF homodimerization, bead proximity signal | inhibition, % at 2.6 µM | hit rate 0.91% among 650,000 | AID 1259374; in the data active = inhibition above about 50%;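 note: 0% = vehicle wells with protein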
Starred values were filed as active, the others as inactive; x = not tested or not shown.

1: C=CCNC(=O)C(C)Oc1ccc(C(C)(C)C)cc1 (stereo unspecified)
2: COc1cc(-c2nnc(SCC(=O)NC3CCS(=O)(=O)C3)o2)cc(OC)c1OC (stereo unspecified)
3: COc1cc(OC)nc(N2CCC(C(=O)N(C)C)CC2)n1
4: COc1ccccc1N1CCN(C(=O)c2ccc(N3CC4CC(C3)c3cccc(=O)n3C4)c(NC(=O)c3cccs3)c2)CC1 (stereo unspecified)
5: O=C(Cc1c(F)cccc1Cl)N1CCn2c(CO)nnc2C1
6: CCc1c(C)nc(N)n2c(SCC(=O)Nc3ccc(F)cc3)nnc12
7: COc1c(Cl)cc(Cl)cc1C(=O)n1nc(C)cc1C
8: O=C(CSc1n[nH]c(=O)[nH]c1=O)Nc1ccc(SC(F)F)cc1
assay / entry,1,2,3,4,5,6,7,8
FBW7 activator,0.0,-0.1,0.2,-0.1,-0.1,0.0,-0.3,0.0
GPR151 ag,-0.6,0.4,2.9,-1.2,-0.1,0.1,1.9,-0.3
TEAD-YAP inh,-13,-2,1,-4,-4,-2,8,12
MITF primary,5,3,4,1,1,-15,-2,7

9: COc1ccc(C(=O)N/N=C/c2ccc(O)c(OC)c2)c(OC)c1
10: Cc1ccnc(NC(c2ccncc2)c2ccc3cccnc3c2O)c1 (stereo unspecified)
11: CCC[C@@H]1NC(=O)[C@@H]2C[C@H](NC(=O)c3ccc(Cl)c(Cl)c3)CN2C1=O
12: COc1ccc(OC)c(C2Nc3ccccc3NC3=C2C(=O)CC(c2ccc(OC)c(OC)c2)C3)c1 (stereo unspecified)
13: O=C1C[C@@H](c2ccc(O)c(O)c2)Oc2c1ccc(O[C@@H]1O[C@H](CO)[C@@H](O)[C@H](O)[C@H]1O)c2O
14: O=C1/C(=C/c2ccccc2[N+](=O)[O-])N=C2CCCCCN12
15: COc1cc(OC)c(OC)cc1/C=C1/C(=O)NC(=O)N(Cc2ccc(F)cc2)C1=O
16: COC(=O)/C(C#N)=C/c1c(Oc2ccccc2Cl)nc2ccccn2c1=O
assay / entry,9,10,11,12,13,14,15,16
FBW7 activator,0.1,-0.3,-0.1,-0.1,-0.4,0.1,-0.9,0.0
GPR151 ag,-1.0,0.9,-0.6,1.2,-2.1,-1.1,-1.3,-0.3
TEAD-YAP inh,-26,79*,15,-6,1,-19,14,3
MITF primary,4,113*,11,4,48,12,7,1

17: Nc1c(C(=O)N2CCCC2)sc2nc3cc4c(cc3cc12)OCO4
18: CC(c1ccccc1)n1nnc2ccccc21 (stereo unspecified)
19: Cc1cc(C(=O)OCC(=O)N2c3ccccc3NC(=O)C2(C)C)c(C)n1-c1ccccc1
20: CCCC1=C(C(=O)OCC)C(c2ccc(SC)cc2)C(C#N)=C(N)O1 (stereo unspecified)
21: COCCNC(=O)C(=O)NCC1OCCCN1S(=O)(=O)c1ccc(OC)c(C)c1 (stereo unspecified)
22: COC(=O)[C@@H](NC(=O)C1CC(=O)c2sc(NC(=O)C3CCC3)nc2C1)c1ccccc1 (stereo partly specified)
23: Cc1ccccc1N1C(=O)CN(S(C)(=O)=O)CC1(C)C(=O)NC1CCCCCCC1 (stereo unspecified)
24: O=C(NCC1COc2ccccc2O1)c1ccc(N2CCCCC2)c([N+](=O)[O-])c1 (stereo unspecified)
assay / entry,17,18,19,20,21,22,23,24
FBW7 activator,-0.1,0.0,0.0,0.1,0.0,0.1,0.0,-0.1
GPR151 ag,-2.0,-0.1,0.3,1.0,0.8,-0.4,-1.2,0.7
TEAD-YAP inh,-8,10,13,14,15,-8,5,4
MITF primary,-2,9,9,2,9,12,10,5

25: CCOc1cc(/C=C(\C#N)C(=O)Nc2ccc(C)cc2C)ccc1O
26: Cc1nn(C(=O)c2ccc(Br)cc2)c(C)c1Sc1ccccc1[N+](=O)[O-]
27: O=C(O)C(Cc1c[nH]c2ccccc12)NC(=O)C(O)C(O)C(=O)O (stereo unspecified)
28: Cc1cc(NC(=O)CCC(=O)O)ccc1-n1cnnn1
29: CC(=O)N1C(C(=O)N2CCN(c3ccccc3)CC2)CSC1c1ccc(Cl)cc1 (stereo unspecified)
30: CC(C)OCCCNC(=O)c1ccc2c(=O)n(Cc3ccco3)c(SCC(=O)NC3CCCCC3)nc2c1
31: O=C(CSc1nc2ccccc2[nH]1)Nc1cc(C(F)(F)F)ccc1N1CCOCC1
32: O=C(Nc1ccc(Cl)cc1)c1c(C(F)(F)F)nc2ccccn12
assay / entry,25,26,27,28,29,30,31,32
FBW7 activator,0.0,0.0,0.0,0.0,-0.1,-0.2,0.1,0.5
GPR151 ag,0.5,-0.9,1.0,-0.4,2.0,-0.2,0.1,1.2
TEAD-YAP inh,8,0,11,2,3,-3,-11,10
MITF primary,-14,5,15,2,3,3,6,14

33: Cn1c(=O)c(C(=O)Nc2ccc(I)cc2)c(O)c2ccccc21
34: O=C(CCCCC(=O)N1CCOCCOCCOCCOCCOCC1)OCc1ccccc1
35: COCCNC(=S)Nc1ccc(Nc2ccc(OC)cc2)cc1
36: CC(=O)Nc1ccc(NC(=O)C2CCN(c3ccc(Nc4ccc5ncccc5c4)nn3)CC2)cc1
37: COc1ccccc1-c1cc(C(=O)NC2CCCCC2)no1
38: COc1ccccc1N1CCN(c2nc3ccccc3n3c(C)nnc23)CC1
39: O=C1Nc2ccc(Br)cc2/C1=C/c1nc2ccccc2c(=O)n1-c1cccc([N+](=O)[O-])c1
40: N#CC(C#N)=Cc1cccn1-c1nccc(-c2cccs2)n1
assay / entry,33,34,35,36,37,38,39,40
FBW7 activator,0.0,0.1,-0.3,0.4,0.1,-0.1,-0.3,-0.1
GPR151 ag,-0.1,0.0,-0.2,-0.8,-0.7,0.1,-0.7,1.7
TEAD-YAP inh,-2,-5,-5,-5,-50,-5,-3,4
MITF primary,5,5,17,18,8,-6,8,-1

41: CCc1ccccc1N(C)S(=O)(=O)c1ccc2[nH]cc(C(=O)NCCN(C)C)c(=O)c2c1
42: CCOC(=O)C1=C(N)N(c2ccc(Br)cc2)C2=C(C(=O)CCC2)C1c1ccc(Cl)cc1 (stereo unspecified)
43: CCOC(=O)C1=C(c2ccccc2)NC(=O)NC1c1ccccc1Cl (stereo unspecified)
44: CCN(CC)c1nc(N)nc(Cl)n1
45: CSc1nc(C(=O)NCC2Cc3cc(-c4cnccn4)ccc3O2)cs1 (stereo unspecified)
46: CCN(CC)C(=O)C1CCCN(Cc2cc(Br)ccc2OC)C1 (stereo unspecified)
47: C#CCn1c(=NC(=O)c2c(C)cnn2C)sc2cc3c(cc21)OCO3
48: Cc1ccc(S(=O)(=O)N2CCCC2C(=O)Nc2ccccc2-c2nc3ccccc3s2)cc1 (stereo unspecified)
assay / entry,41,42,43,44,45,46,47,48
FBW7 activator,0.0,0.8,0.2,0.0,0.0,-0.2,0.0,0.1
GPR151 ag,-0.3,1.2,-0.9,-0.5,-1.1,-0.2,1.1,3.2
TEAD-YAP inh,4,1,-6,3,-1,1,0,-1
MITF primary,0,18,12,2,1,20,5,-3

49: O=c1cc(CSc2nc3ccccc3c3nc(-c4cccc([N+](=O)[O-])c4)nn23)nc2ccc(Cl)cn12
50: COc1ccc(N2CCN(C(CNC(=O)c3ccccc3)c3ccco3)CC2)cc1 (stereo unspecified)
51: COc1ccc(NC(=O)C(Sc2ccccc2)c2ccccc2)c([N+](=O)[O-])c1 (stereo unspecified)
52: Cc1ccc(NC(=O)CSc2nc3ccccc3c(=O)n2CC2CCCO2)cc1C (stereo unspecified)
53: COc1ccc(CC(=O)NCc2ccc3c(c2)cc(C)n3C)cc1
54: COc1ccc(Cl)cc1S(=O)(=O)NCc1nc2nc(C)cc(C)n2n1
55: CCC(C(=O)NCCCOC)n1c(C)c2cnn(-c3ccccc3)c(=O)c2c1C (stereo unspecified)
56: CN(C)CCNCc1ccc(OC2CCCC2)cc1
assay / entry,49,50,51,52,53,54,55,56
FBW7 activator,0.1,0.1,0.0,-0.2,0.1,0.1,0.1,-0.3
GPR151 ag,-0.8,2.5,-1.3,-1.0,-0.4,2.9,0.9,0.9
TEAD-YAP inh,5,0,-9,9,-6,-2,0,-7
MITF primary,6,-5,4,1,0,-5,8,-15

57: COc1ccc(OC)c2c1sc(=NC(=O)c1ccccc1[N+](=O)[O-])n2C
58: COc1ccccc1NC(=O)Nc1nnc(SCc2ccccc2)s1
59: CC(C)OCCCNC(=O)c1ccc2c(=O)n(Cc3ccco3)c(SCc3ccc([N+](=O)[O-])cc3)nc2c1
60: COc1ccccc1NC(=O)c1sc2ncnc(N3CCCCC3)c2c1C
61: CCc1nnc(N2CCN(c3cc(C)c(C#N)c4nc5ccccc5n34)CC2)s1
62: CCc1ccc(-n2c(=S)sc3c(=O)n(-c4ccc(F)cc4)c(SCc4cccc(F)c4)nc32)cc1
63: O=C(/C=C/c1cccc([N+](=O)[O-])c1)c1ccc(NC(=O)c2ccco2)cc1
64: COc1ccc(C(C)(C)C)cc1NC(=O)COC(=O)c1cc(=O)[nH]c(=O)[nH]1
assay / entry,57,58,59,60,61,62,63,64
FBW7 activator,0.0,1.0,0.1,-0.1,0.0,-0.1,-0.2,0.0
GPR151 ag,-1.3,-0.5,-0.6,0.6,0.6,-1.1,-0.8,-1.4
TEAD-YAP inh,1,-5,-4,-20,14,1,-9,-7
MITF primary,-16,14,2,-10,0,7,-6,11

65: O=CN1CC(=O)N(c2ccccc2)c2c([nH]c3ccccc23)C1
66: Clc1cccc(CN2CCN(CC3CC=CCC3)CC2)c1 (stereo unspecified)
67: CC1=NC(=O)/C(=C\c2ccc(Cl)cc2)N(C)N1c1ccccc1
68: O=C(OCc1csc(-c2ccccc2)n1)c1cccc(S(=O)(=O)N2CCCCC2)c1
69: COc1ccccc1CNC(=O)CCc1ccccc1
70: COc1ccccc1CNc1ccc(C(=O)N2CCN(C(C)=O)CC2)cc1S(=O)(=O)Nc1cccc(C(F)(F)F)c1
71: CS(=O)(=O)N(CC(=O)NC1CCCCCC1)c1ccc(Br)cc1
72: NS(=O)(=O)c1ccc(Cl)c(C(=O)O)c1
assay / entry,65,66,67,68,69,70,71,72
FBW7 activator,-0.2,-0.1,0.0,0.1,-0.1,0.0,0.1,0.2
GPR151 ag,0.2,0.7,-1.4,1.9,0.1,0.9,0.6,-0.3
TEAD-YAP inh,-2,-7,0,0,1,-5,-16,5
MITF primary,1,32,10,11,-12,-3,-21,3

73: CC(=O)Oc1ccc(/C=N/NC(=O)C(C)SCc2ccccc2)cc1 (stereo unspecified)
74: Cc1ccc(C(=O)N2CC(C(=O)O)C2)cc1
75: CCOC(=O)C1=C(C)N(C2CCCCC2)C(=O)C1
76: Cc1ccc(C)c(N2C(=O)c3ccc(Oc4ccc([N+](=O)[O-])cc4)cc3C2=O)c1
77: Cc1cc(NS(=O)(=O)c2ccc(NC(=O)c3cc(Cl)sc3Cl)cc2)no1
78: Fc1ccccc1-c1nc(N2CCN(c3cccc(Cl)c3)CC2)c2ccccc2n1
79: CC(C)(C)NC(=O)CCCN1C(=O)/C(=C/c2ccc3c(c2)OCO3)SC1=S
80: CC(=O)Oc1ccccc1N1C(=O)C2CC=CCC2C1=O (stereo unspecified)
assay / entry,73,74,75,76,77,78,79,80
FBW7 activator,0.9,0.1,-0.2,-0.1,-0.1,0.1,0.6,-0.2
GPR151 ag,-0.3,0.4,0.0,0.6,-1.2,-0.2,-1.7,-0.5
TEAD-YAP inh,-2,-4,-7,5,3,-12,24,3
MITF primary,18,4,12,-2,-2,-2,-1,0

3 neighbouring compounds from above, quoted:
73: CC(=O)Oc1ccc(/C=N/NC(=O)C(C)SCc2ccccc2)cc1 (stereo unspecified)
74: Cc1ccc(C(=O)N2CC(C(=O)O)C2)cc1
75: CCOC(=O)C1=C(C)N(C2CCCCC2)C(=O)C1
assay / entry,73,74,75
FBW7 activator,0.9,0.1,-0.2
GPR151 ag,-0.3,0.4,0.0
TEAD-YAP inh,-2,-4,-7
MITF primary,18,4,12

Next section:
81: Cc1cccc(Cn2c(C)c(CNCc3ccc(F)cc3)c(C(=O)O)c2C)c1
82: Cc1ccc(-n2ncc3c(N(CCO)Cc4ccccc4)ncnc32)cc1Cl
83: Cc1ccc2nc(-c3cccc(NC(=O)c4cccc(F)c4)c3)oc2c1
84: CO[C@@H]1COC(=O)[C@H](COCc2ccccc2)NC(=O)C/C=C/[C@@H](C)[C@H](OC)COC(=O)[C@H](C)NC(=O)C/C=C/C1C (stereo partly specified)
85: O=C(CSc1nnc(NC(=O)C2CC2)s1)Nc1ccccc1-c1ccccc1
86: Nc1[nH]ncc1C(=O)Nc1ccc(OCc2ccccc2)cc1
87: COc1ccc(Cl)cc1S(=O)(=O)N1CCc2ccccc2C1CN1C(=O)c2ccccc2C1=O (stereo unspecified)
assay / entry,81,82,83,84,85,86,87
FBW7 activator,0.0,-0.3,-0.1,-0.1,0.0,0.3,0.1
GPR151 ag,0.1,0.3,0.0,4.9*,1.1,-0.1,-1.6
TEAD-YAP inh,10,-24,-7,x,12,-10,2
MITF primary,8,-17,6,23,3,1,-2
